# Screens (PubChem)
# ERAP1 HTS inh: human ERAP1 aminopeptidase inhibitors, primary screen, biochemical, single point, plate reader; AID 652197, 2013; recombinant ERAP1, Leu-AMC fluorescence, 60 min; actives 0.15% (n = 340,000); inhibition, % at 10.7 µM;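 active = mean replicate inhibition of at least 30%, or all replicates individually reaching that 30% level; inactive = mean below 30% and not every replicate reaching it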;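 also: 0% = neutral control wells and 100% = L-leucinethiol positive control wells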
# E-sel inducer: E-selectin induction in HUVECs, primary screen, imaging, HUVEC, immunofluorescence imaging, single point; normalized: neutral wells 0, TNF-alpha wells 100; activation, % at 7.58 µM; actives 0.37% (n = 260,000); AID 686992, 2013; P16581;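 active = mean E-selectin-positive cell signal at least 10% of the positive control, reached in at least 60% of replicates, without over 20% cell loss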;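 also: in these data hits start at about 27%; measured in HUVEC primary endothelial cells; signal is the percent of cells scored E-selectin positive by PE staining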
#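 Test system: HUVEC | Signal: Immunofluorescence imaging | Read-out: Percent E-selectin-positive cells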
# S100A4 MyoIIA: inhibitors of S100A4-myosin IIA peptide binding, primary screen, biochemical, fluorescence polarization, TAMRA-MyoIIA peptide. Protein S100-A4 (Homo sapiens), P26447. inhibition, % at 10.7 µM. actives 0.14% (n = 360,000);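 active = mean inhibition of at least 70% across replicates, with every replicate also reaching that level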
# Target sequence (P26447 whole entry, looked up): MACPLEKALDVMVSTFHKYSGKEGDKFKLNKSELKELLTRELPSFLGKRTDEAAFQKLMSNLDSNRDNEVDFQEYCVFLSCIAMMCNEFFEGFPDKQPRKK
#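 Material: human S100A4 monomer with TAMRA-labelled myosin IIA peptide; buffer or medium: HEPES pH 7.2 with CaCl2, KCl, NaCl, DTT, Triton; compound dosing: one concentration per compound; schedule: 5 min incubation before reading; benchmarks: neutral control DMSO, positive control TFP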
# Xi reactivation: activators of inactive X chromosome reactivation, primary screen, imaging, XiGFP fibroblasts, GFP high-content imaging, set 2. activation, % at 7.58 µM. actives 0.055% (n = 360,000). XiGFP mouse fibroblasts, % GFP-positive cells imaging, 3 d; cells co-treated with 5-aza-dC sensitizer; scaled so ellipticine positive control = 100%;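 active = mean normalized replicate activation at least 10% and every replicate at or above 10%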;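 also: 0% = median of on-plate neutral control wells and 100% = ellipticine 6 µM median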
#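 System: XiGFP fibroblasts, SV40-immortalized. Medium: DMEM plus 5-aza-dC sensitizer. Doses: single point. Timing: 3 d treatment, 15 min room-temperature fixation. Control set: ellipticine 6 µM.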
# RAD54 inh: inhibitors of human RAD54 branch migration, primary screen, biochemical, fluorescence, single point | actives 0.14% (n = 360,000) | DNA repair and recombination protein RAD54-like (Homo sapiens), Q92698 | RAD54 Holliday junction branch migration, FAM/BHQ fluorescence | inhibition, % at 10.4 µM | AID 602329, 2012;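 active = mean normalized replicate activity at least 40 and at least half of replicates scoring 40 or more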;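 also: 0% = median of neutral control wells and 100% = median of positive control wells; inhibitors cause a drop in the FAM fluorescence signal; in these data hits start at about 50%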
# Target sequence (Q92698 whole entry, looked up): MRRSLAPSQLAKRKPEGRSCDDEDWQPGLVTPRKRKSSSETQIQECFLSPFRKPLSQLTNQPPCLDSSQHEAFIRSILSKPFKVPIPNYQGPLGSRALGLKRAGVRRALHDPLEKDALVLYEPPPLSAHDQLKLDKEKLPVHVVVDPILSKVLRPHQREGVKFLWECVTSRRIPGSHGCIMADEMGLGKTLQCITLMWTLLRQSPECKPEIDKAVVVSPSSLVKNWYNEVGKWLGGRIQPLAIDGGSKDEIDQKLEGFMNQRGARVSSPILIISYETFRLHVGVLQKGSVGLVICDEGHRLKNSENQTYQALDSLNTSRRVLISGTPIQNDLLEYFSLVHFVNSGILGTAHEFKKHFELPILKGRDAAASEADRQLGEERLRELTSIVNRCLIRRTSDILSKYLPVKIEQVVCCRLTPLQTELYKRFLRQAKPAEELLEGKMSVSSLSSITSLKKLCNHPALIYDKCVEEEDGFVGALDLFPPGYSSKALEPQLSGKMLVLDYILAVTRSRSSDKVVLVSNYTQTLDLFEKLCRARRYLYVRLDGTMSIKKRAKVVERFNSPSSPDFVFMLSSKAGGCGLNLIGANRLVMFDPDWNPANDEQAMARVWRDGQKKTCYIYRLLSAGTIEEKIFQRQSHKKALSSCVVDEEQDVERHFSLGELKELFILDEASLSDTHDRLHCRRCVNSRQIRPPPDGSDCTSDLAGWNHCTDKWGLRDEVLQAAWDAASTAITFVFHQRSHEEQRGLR
# RAD52 anneal inh: RAD52 DNA annealing inhibitors, primary screen, biochemical, FRET, single point, set 2; actives 0.46% (n = 360,000); DNA repair protein RAD52 homolog (Homo sapiens), P43351; recombinant RAD52 DNA annealing, FRET fluorescence; inhibition, % at 18.7 µM;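 active = every replicate showing at least 50% inhibition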
# esBAF inh: Bmi1 luciferase reporter increase in mESCs, primary screen, esBAF inhibitor project, mouse ES cells, Bmi1 luciferase knock-in, single point; 24 h; 100% = twice the neutral-well signal; reporter increase, % at 12.5 µM; actives 2% (n = 350,000); AID 602393, 2012; in the data active = activation above about 40%;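 also: 0% = median of the plate's neutral control wells and 100% = double that signal; a rise in the Bmi1 reporter signal indicates esBAF inhibition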
# ERp5 inh: inhibitors of ERp5-driven insulin aggregation, primary screen, biochemical, turbidity, absorbance 650 nm, single point | Protein disulfide-isomerase A6 (Homo sapiens), Q15084 | 90 min | inhibition, % at 9.99 µM | actives 0.05% (n = 350,000) | AID 651711, 2012;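 active = mean replicate inhibition above about 25%, with every replicate also reaching it, limit read from the data, passing the limit was not always enough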
# Active calls of the source: *; . = not tested or not shown; & = joins results of further samples.
SMILES,ERAP1 HTS inh,E-sel inducer,S100A4 MyoIIA,Xi reactivation,RAD54 inh,RAD52 anneal inh,esBAF inh,ERp5 inh
COc1ccc(NC(=O)C2(C)CCN2Cc2csc3ccccc23)cc1OC (configuration not stated),1,0.2,3,0.0,8,0,-3,-3
Cc1sc2ncn(CC(=O)N3CCN(c4ccccn4)CC3)c(=O)c2c1S(=O)(=O)N1CCCCC1,0,.,-12,-0.1,6,-15,-2,-13
COc1ccc(CN(C)C[C@H]2Oc3c(NC(=O)Nc4c(C)noc4C)cccc3C(=O)N([C@H](C)CO)C[C@H]2C)cc1,2,1.0,-6,0.2,-7,6,-1,3
Clc1ccc(N2CCN(/N=C/c3cccnc3)CC2)cc1,-2,0.0,3,0.0,0,-17,2,0
Cc1ccc(C2=CC(=O)C[C@H](c3ccc(F)cc3)C2)cc1,1,-0.5,-2,0.0,1,6,-1,1
CCCn1c(SCC(=O)N2CCCCC2)nnc1-c1ccccn1,-1,.,0,0.0,.,-2,.,-3
CCOc1ccc(NC(=O)CN(C)C(=O)CSc2ccccc2)cc1OCC,1,6.6,0,-0.7,-7,-11,0,6
CCOc1ccc(CC(=O)OCc2cc(=O)n3cc(Br)ccc3n2)cc1,-1,0.3,2,0.1,-3,-8,-3,5
C[C@@H]1CCCCO[C@@H](CN(C)Cc2ccc(C(=O)O)cc2)[C@H](C)CN([C@H](C)CO)C(=O)c2cc(NS(=O)(=O)c3cn(C)cn3)ccc2O1,.,0.2,.,0.0,-3,.,-5,.
COc1cc(/C=C2\SC(N)=NC2=O)ccc1O,3,.,-2,0.0,-6,-10,6,-1
N#C/C(=C\c1ccc(N2CCOCC2)c([N+](=O)[O-])c1)c1nc2ccccc2[nH]1,-2,.,8,0.0,.,-12,.,0
COC(=O)c1ccccc1NC(=O)c1cccc(COc2ccccc2Cl)c1,3,.,10,.,2,-8,.,-4
O=C(Nc1ccc(Cl)c(Cl)c1)OCCNC(=O)c1ccncc1,-4,0.0,7,-0.1,-2,8,1,-2
COC(=O)[C@@H](Cc1ccccc1)NC(=O)[C@H]1O[C@@H](n2cnc3c(N)ncnc32)[C@H](O)[C@@H]1O,0,-0.6,-2,0.2,-5,-20,5,-3
C=C[C@@H]1c2cccc(C)c2N(S(=O)(=O)c2ccc(C)cc2)[C@H](c2ccccc2)C1(C#N)S(=O)(=O)c1ccccc1 (some centres not stated),.,9.3,5,-0.4,-3,-28,7,-6
CC(=O)N(C)C[C@@H]1Oc2ncc(C3=CCCC3)cc2C(=O)N([C@@H](C)CO)C[C@H]1C,3,-0.2,-8,0.2,-7,-4,-2,-2
CN(C)C(=O)C[C@@H]1CC[C@H]2[C@@H](COc3ccc(NC(=O)c4cnccn4)cc3C(=O)N2C)O1,-1,0.1,-12,0.3,-9,1,2,-2
Cc1ccc(S(=O)(=O)n2c(C)nc3cc(C)ccc32)cc1,-3,.,-2,0.0,-8,5,-3,-1
COc1ccc(CNC(=O)CSc2nc3c(oc4ccccc43)c(=O)n2CC2CCCO2)cc1 (configuration not stated),1,1.7,-3,0.1,-6,-5,-9,2
COCCNC(=O)Cn1cc(C(=S)N2CCCCC2)c2ccccc21,1,0.4,-1,0.0,6,-9,.,3

# Arranged by molar mass (highest first): some entries from above.
SMILES,ERAP1 HTS inh,E-sel inducer,S100A4 MyoIIA,Xi reactivation,RAD54 inh,RAD52 anneal inh,esBAF inh,ERp5 inh
C[C@@H]1CCCCO[C@@H](CN(C)Cc2ccc(C(=O)O)cc2)[C@H](C)CN([C@H](C)CO)C(=O)c2cc(NS(=O)(=O)c3cn(C)cn3)ccc2O1,.,0.2,.,0.0,-3,.,-5,.
COc1ccc(CN(C)C[C@H]2Oc3c(NC(=O)Nc4c(C)noc4C)cccc3C(=O)N([C@H](C)CO)C[C@H]2C)cc1,2,1.0,-6,0.2,-7,6,-1,3
Cc1sc2ncn(CC(=O)N3CCN(c4ccccn4)CC3)c(=O)c2c1S(=O)(=O)N1CCCCC1,0,.,-12,-0.1,6,-15,-2,-13
COC(=O)[C@@H](Cc1ccccc1)NC(=O)[C@H]1O[C@@H](n2cnc3c(N)ncnc32)[C@H](O)[C@@H]1O,0,-0.6,-2,0.2,-5,-20,5,-3
CCOc1ccc(CC(=O)OCc2cc(=O)n3cc(Br)ccc3n2)cc1,-1,0.3,2,0.1,-3,-8,-3,5
CC(=O)N(C)C[C@@H]1Oc2ncc(C3=CCCC3)cc2C(=O)N([C@@H](C)CO)C[C@H]1C,3,-0.2,-8,0.2,-7,-4,-2,-2
COc1ccc(NC(=O)C2(C)CCN2Cc2csc3ccccc23)cc1OC (configuration not stated),1,0.2,3,0.0,8,0,-3,-3
N#C/C(=C\c1ccc(N2CCOCC2)c([N+](=O)[O-])c1)c1nc2ccccc2[nH]1,-2,.,8,0.0,.,-12,.,0
COCCNC(=O)Cn1cc(C(=S)N2CCCCC2)c2ccccc21,1,0.4,-1,0.0,6,-9,.,3
O=C(Nc1ccc(Cl)c(Cl)c1)OCCNC(=O)c1ccncc1,-4,0.0,7,-0.1,-2,8,1,-2
CCCn1c(SCC(=O)N2CCCCC2)nnc1-c1ccccn1,-1,.,0,0.0,.,-2,.,-3
Clc1ccc(N2CCN(/N=C/c3cccnc3)CC2)cc1,-2,0.0,3,0.0,0,-17,2,0
Cc1ccc(S(=O)(=O)n2c(C)nc3cc(C)ccc32)cc1,-3,.,-2,0.0,-8,5,-3,-1
Cc1ccc(C2=CC(=O)C[C@H](c3ccc(F)cc3)C2)cc1,1,-0.5,-2,0.0,1,6,-1,1
COc1cc(/C=C2\SC(N)=NC2=O)ccc1O,3,.,-2,0.0,-6,-10,6,-1

# Remaining list, next part
SMILES,ERAP1 HTS inh,E-sel inducer,S100A4 MyoIIA,Xi reactivation,RAD54 inh,RAD52 anneal inh,esBAF inh,ERp5 inh
C[C@@H]1CN([C@@H](C)CO)C(=O)c2cc(Br)cnc2O[C@@H]1CN(C)S(=O)(=O)c1ccc(F)cc1,-1&2&1,2.3&-0.4,-5&-1&-1,0.0&-1.2,2&-8&-5,-6&15&6,-6&4&-2,-2&-2&-2
COC(=O)c1scc(C)c1NS(=O)(=O)c1ccc(NC(C)=O)cc1,-1,0.0,-3,0.0,.,-5,.,5
C[C@@H]1CN([C@H](C)CO)C(=O)c2cc(C#Cc3cccnc3)cnc2O[C@@H]1CN(C)Cc1ccccc1,2,-0.2,18,-1.1,3,6,.,0
COc1ccc(CCN2C(=O)NC(NS(=O)(=O)c3ccc(Cl)cc3)(C(F)(F)F)C2=O)cc1OC (configuration not stated),-4,-3.0,-3,0.1,-3,-6,-1,4
Cc1cccc(C)c1C(O)c1ncc(-c2ccc(Cl)cc2)[nH]1 (configuration not stated),0,0.1,-12,0.1,4,2,0,-5
CCOC(=O)c1sc(NC(=S)NC(=O)C23CC4CC(CC(C4)C2)C3)cc1C,0,.,-21,0.6,-7,-16,14,-3
Cc1cccc(NC(=O)c2cc(-c3cc(C)c(C)cc3O)n[nH]2)c1,0,.,-3,0.0,-10,-2,70*,-1
CSc1nc(C)c(C(=O)C[n+]2ccccc2C)cc1C#N,.,0.0,1,-0.2,.,-4,.,-5
CC(=O)Nc1ccc2c(c1)C(=O)N(C)[C@H]1CC[C@H](CC(=O)Nc3cccc(F)c3)O[C@@H]1CO2,0,0.1,3,0.1,.,5,.,-1
O=C(COC(=O)c1ccccc1O)NCCCc1ccccc1,-4,-3.3,-25,0.5,.,-18,.,-4
C=C(C)Cn1c(N2CCCC2)nc2c1c(=O)[nH]c(=O)n2C,2,1.4,3,0.1,4,-4,-14,4
CCOC(=O)C1CCCN(Cc2ccc(OCc3ccccc3)c(OC)c2)C1 (configuration not stated),2,.,-2,-0.2,-9,-5,-3,1
C[C@H]1CN([C@@H](C)CO)C(=O)c2cc(-c3ccc(F)cc3)cnc2O[C@@H]1CN(C)Cc1cccnc1,5,0.1,-2,-0.7,-1,1,3,-3
CC(=O)Nc1ccc(C(=O)NCC(c2ccco2)N(C)C)cc1 (configuration not stated),2,0.7,0,0.0,-5,-10,.,3
O=C(Nc1cccc(-c2ccc(N3CCCCC3)nn2)c1)c1ccco1,0,-0.1,1,0.1,-12,-41,7,11
COC(=O)[C@]12CCCCC=C1N(Cc1ccc(Cl)cc1Cl)C(=O)[C@H](CC(=O)NCCCN1CCCC1=O)C2,-5,0.2,2,-0.1,.,-7,.,8
CCS(=O)(=O)N1CC2(CN(C)[C@H](CO)c3c2c2ccc(OC)cc2n3C)C1,-1,0.0,-7,0.0,.,-4,.,-1
CCN1C(=NCc2ccccc2)N[C@@H](c2ccccc2)[C@H](C(=O)OC)[C@H]1C,5,.,-1,0.0,1,-2,5,-1
Cc1ccc(S(=O)(=O)Nc2ccc3c(c2)C(=O)N([C@H](C)CO)C[C@@H](C)[C@@H](CN(C)S(=O)(=O)c2cccs2)O3)cc1,0,0.6,-2,-0.2,18,-11,-1,-10
CCOC(=O)c1cnn(C)c1NC(=O)c1ccc(Cl)cc1Cl,-2,.,0,.,-2,-9,-3,0

# The closing two records of the part before are carried over, then new ones follow.
SMILES,ERAP1 HTS inh,E-sel inducer,S100A4 MyoIIA,Xi reactivation,RAD54 inh,RAD52 anneal inh,esBAF inh,ERp5 inh
Cc1ccc(S(=O)(=O)Nc2ccc3c(c2)C(=O)N([C@H](C)CO)C[C@@H](C)[C@@H](CN(C)S(=O)(=O)c2cccs2)O3)cc1,0,0.6,-2,-0.2,18,-11,-1,-10
CCOC(=O)c1cnn(C)c1NC(=O)c1ccc(Cl)cc1Cl,-2,.,0,.,-2,-9,-3,0
CCCC(=O)N1CCN(c2nc3ccc(CC)cc3s2)CC1,-2,.,12,0.1,0,3,24,0
C[C@@H]1CCCCO[C@@H](CN(C)Cc2ccccc2)[C@@H](C)CN([C@H](C)CO)C(=O)c2cc(NS(=O)(=O)c3ccc(Cl)cc3)ccc2O1,-1,.,-6,0.2,0,20,10,-5
C[C@@H]1CN([C@H](C)CO)C(=O)c2cccc(NC(=O)Nc3ccccc3)c2O[C@H]1CN(C)CC1CC1,1,-3.2,-1,-0.3,9,4,4,-2
Cn1c(N)c(C(=O)COC(=O)/C=C/c2ccc(OC(F)F)cc2)c(=O)n(C)c1=O,0,.,1,0.0,.,-12,.,-10
O=C1NC(=Nc2ccc3ccccc3c2)S/C1=C/c1ccco1,7,-2.3,-4,0.1,-1,-10,15,6
O=C1/C(=C\c2ccc([N+](=O)[O-])cc2)CCc2ccccc21,-4,-0.1,-2,0.1,.,11,.,2
C[C@@H]1CN([C@H](C)CO)C(=O)c2cccc(NC(=O)NC3CCCCC3)c2O[C@H]1CN(C)Cc1ccncc1,1,12,-2,0.0,7,7,7,1
CCCN(CC(=O)NC(=O)NCc1ccccc1)CC(=O)Nc1ccc(F)c(F)c1F,-2,-0.1,-6,0.2,-3,-17,1,4
Cc1occc1C(=O)N/N=C/c1c(O)ccc2ccccc12,1,0.1,-8,-0.1,8,-20,-38,3

# Compounds as they come (roughly 2.5% active in at least one column).
